Compound activity deposited in PubChem by National Center for Advancing Translational Sciences (NCATS).
Pin1 inhibitor: blocks the human prolyl isomerase Pin1. Q13526. Pin1 FP peptide displacement, HiFluor488, 10 min. Potency, µM (titrated, usually from 115 µM), for inactives: at the highest dose activity, negative = inhibition, actives largely listed as inhibitors. actives 0.009% (n = 390,000). AID 504891; active means well fitted inhibition curve with a large enough effect in the polarisation, with a control signal flat, not every such curve was filed as active; inconclusive means small, poorly fitted or top-dose-only effect, or effect the other way, or a change in a side signal; inactive means no such curve, though single readings can be large or run the other way; the % refers to the polarisation; further: potency means the concentration at half of the fitted maximal effect; on the % scale 0 is the no-effect control and ±100 the full control effect
Target sequence (Q13526 whole entry, looked up): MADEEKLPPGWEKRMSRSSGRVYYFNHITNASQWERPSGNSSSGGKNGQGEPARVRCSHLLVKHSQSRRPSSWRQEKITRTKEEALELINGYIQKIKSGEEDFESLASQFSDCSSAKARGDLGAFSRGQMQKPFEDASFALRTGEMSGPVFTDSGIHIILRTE
JMJD2A Tudor: blocks the human JMJD2A Tudor domain | AlphaScreen JMJD2A-Tudor / H3K4me3 peptide binding | O75164 | actives 4.4% (n = 390,000) | Potency, µM (highest dose often 114 µM), inactives show at the highest dose activity change, negative = inhibition, most hits filed as inhibitors | AID 504339; further: potency means the concentration at half of the fitted maximal effect; on the % scale 0 is the no-effect control and ±100 the full control effect; nearly all actives have a fitted effect of over 50% in size
G9a block: blocks human histone lysine methyltransferase G9a. G9a H3K9 monomethylation, AlphaScreen, 2 h. actives 8.8% (n = 350,000). Potency, µM (highest dose often 102 µM), for the others: at the highest dose activity, negative = inhibition, most hits filed as inhibitors; further: potency means the concentration at half of the fitted maximal effect; on the % scale 0 is the no-effect control and ±100 the full control effect; nearly all actives have a fitted effect of over 75% in size
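Quantitative HTS format: methyltransferase activity on a biotin-tagged H3K9 peptide is measured by AlphaScreen, using a rabbit anti-monomethyl-H3K9 antibody with streptavidin donor and anti-IgG acceptor beads. Final levels are 20 nM enzyme, 500 nM peptide, 20 uM SAM; 2 h RT.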
ERG-DNA inh: inhibitors of human ERG Ets domain-DNA interaction; P11308; fluorescence polarization, His-ERG Ets domain / labelled DNA; Potency, µM (series often up to 76.9 µM), for the others: at the highest dose FP activity, negative = inhibition, hits mostly inhibitors; actives 0.028% (n = 370,000); active means well fitted inhibition curve with a large enough effect in the polarisation, with a control signal flat; inconclusive means small, poorly fitted or top-dose-only effect, or effect the other way, or a change in a side signal; inactive means no such curve, though single readings can be large or run the other way; the % refers to the polarisation;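 further: polarization taken with two DNA probes labelled with fluorescein and Texas red; potency means the concentration at half of the fitted maximal effect; % of control where 0% means no effect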
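His-tagged ERG Ets domain (1 uM in the protein solution; 300mM KCl, 50mM Tris-HCl, 1mM EDTA, 1mM DTT, pH 7.5) received compound, then a probe mix of 5 nM fluorescein-DNA and 100nM Texas-615-DNA. Fluorescence polarization was read for both dyes.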
BAZ2B inh: inhibitors of human BAZ2B bromodomain. AlphaScreen BAZ2B-H3K14Ac peptide displacement. Potency, µM (top dose mostly 114 µM), for the others: at the top dose activity change, negative = inhibition, hits mostly inhibitors. actives 4.4% (n = 360,000); further: potency means the concentration at half of the fitted maximal effect; on the % scale 0 is the no-effect control and ±100 the full control effect; nearly all actives have a fitted effect of over 60% in size
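Multi-concentration screen (max 110 uM) measuring displacement of acetylated histone H3 peptide from BAZ2B by AlphaScreen, using 50 nM protein, 50 nM peptide and 10 ug/mL streptavidin donor plus Ni-chelate acceptor beads.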
HP1b chromo inh: inhibitors of HP1-beta chromodomain binding to methylated histone tails. P83916. AlphaScreen HP1-beta / biotin-H3K9me3 peptide binding. Potency, µM (doses to about 114 µM), without a hit: at the highest dose activity change, negative = inhibition, most hits filed as inhibitors. actives 0.56% (n = 390,000); further: potency means the concentration at half of the fitted maximal effect; nearly all actives have a fitted effect of over 70% in size; inactives centre near 23
Target sequence (P83916 whole entry, looked up): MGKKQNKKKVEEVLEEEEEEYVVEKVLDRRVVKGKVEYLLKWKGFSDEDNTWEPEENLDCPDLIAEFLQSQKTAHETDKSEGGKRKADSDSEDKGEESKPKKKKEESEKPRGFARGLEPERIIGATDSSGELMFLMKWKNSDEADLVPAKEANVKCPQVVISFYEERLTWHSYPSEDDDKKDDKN
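Compound inhibition of the preformed complex between 50 nM HP1-beta and 50 nM biotinylated H3K9me3 peptide was read by AlphaScreen. Buffer was PBS pH 7.4 with 0.01% Tween-20. Incubations ran 30 min at room temperature, with 10 ug/mL donor/acceptor beads.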
Tb PGK inh: blocks T. brucei phosphoglycerate kinase; PGK/GAPDH coupled, Kinase-Glo luminescence, 60 min; Potency, µM (doses to about 57.5 µM), for inactives: at the top dose activity change, negative = inhibition, usual class: inhibitors; actives 0.043% (n = 380,000); further: potency means the concentration at half of the fitted maximal effect; on the % scale 0 is the no-effect control and ±100 the full control effect; nearly all actives have a fitted effect of over 60% in size
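Luminescent ATP detection (Kinase-Glo Plus) follows a 60-minute room-temperature incubation, with wells lacking PGK as controls. Buffer: 100 mM TEA (pH 7.6), 5 mM MgCl2, 0.01% Tween-20. Coupling enzyme GAPDH (100 nM final) supplies unstable 1,3-BPG in-well.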
GLS inh: inhibitors of human glutaminase (GLS); O94925; GLS enzymatic activity, qHTS titration; Potency, µM (titrated, usually from 45.5 µM), inactives show at the highest dose activity change, negative = inhibition, hits mostly inhibitors; actives 0.21% (n = 410,000); further: potency means the concentration at half of the fitted maximal effect; on the % scale 0 is the no-effect control and ±100 the full control effect
Target sequence (O94925 whole entry, looked up): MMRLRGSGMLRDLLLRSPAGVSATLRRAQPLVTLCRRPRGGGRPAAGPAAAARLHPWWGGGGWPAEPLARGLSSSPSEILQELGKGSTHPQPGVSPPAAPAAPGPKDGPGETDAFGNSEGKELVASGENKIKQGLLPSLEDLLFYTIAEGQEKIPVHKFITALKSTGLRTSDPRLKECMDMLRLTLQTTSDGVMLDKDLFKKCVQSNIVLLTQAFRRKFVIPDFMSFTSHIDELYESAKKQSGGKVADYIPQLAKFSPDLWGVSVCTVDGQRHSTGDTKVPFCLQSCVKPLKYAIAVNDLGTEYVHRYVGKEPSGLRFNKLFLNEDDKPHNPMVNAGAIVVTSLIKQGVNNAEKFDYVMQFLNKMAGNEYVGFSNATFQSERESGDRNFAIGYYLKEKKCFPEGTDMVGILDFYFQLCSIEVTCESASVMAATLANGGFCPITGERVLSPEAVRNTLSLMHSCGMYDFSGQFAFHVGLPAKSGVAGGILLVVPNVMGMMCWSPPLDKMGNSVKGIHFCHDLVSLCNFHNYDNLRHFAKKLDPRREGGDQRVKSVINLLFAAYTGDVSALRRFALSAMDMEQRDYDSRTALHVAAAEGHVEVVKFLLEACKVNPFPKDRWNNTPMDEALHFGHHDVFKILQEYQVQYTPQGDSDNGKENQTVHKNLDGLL
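Two-point fluorescence kinetic (t0, 30 min RT) for hKGA; glutamate detected via glutamate oxidase–HRP–Amplex Red. Substrate: 1 mM L-glutamine solution; buffer 45 mM KH2PO4, pH 8.2.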
PI4K2A block: inhibitors of human PI4K2A; Q9BTU6; purified PI4K2A, ADP-Glo luminescence, 1 h; stronger effect = lower value; activity change, negative = inhibition, % at 76.9 µM; actives 0.13% (n = 420,000); AID 1346378; in the data active means activity change below about -50%; inconclusive means mostly about -30% to -49%;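 further: -100% = wells without enzyme as full effect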
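ADP-Glo luminescence measured ADP generated by PI4K2A enzyme (4 ug/mL before mixing) with 1.2 mM PI substrate (pre-mix) and 300 microM ATP (pre-mix). Tris pH7.5 buffer with MgCl2, Triton X-100; 1 h reaction at ambient temperature.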
An asterisk follows results filed as active; i = inactive; u = inconclusive; x = no result given; [ ] = another dose, or the depositor's remark. Unless noted, the call rests on the fitted dose curve; in most records, active means well fitted curve in the direction sought with a large enough effect; inconclusive means small, poorly fitted or top-dose-only effect, or another doubt; inactive means no such curve, though single readings can be large; an effect the other way counts as inactive or inconclusive.

Below each SMILES: PI4K2A block	HP1b chromo inh	G9a block	GLS inh	Tb PGK inh	BAZ2B inh	JMJD2A Tudor	ERG-DNA inh	Pin1 inhibitor
> O=C(O)c1ccccc1-c1ccccc1C(=O)NNc1ccccc1
→ 3	60%[activator]	8.9µM*	32%[activator]	-7%	-5%	-15%	-19%	-2%
> CN1C(=O)c2ccccc2Sc2ccc(NC(=O)c3ccc(C#N)cc3)cc21
→ 6	29%	-3%[59 µM]	-12%	-2%	-11%	-14%	-3%	4%
> Cc1ccc(S(=O)(=O)Nc2cc(-c3nn(C)c(=O)c4ccccc34)ccc2N2CCOCC2)cc1
→ 8	-4%	u	14%	-1%	u	-34%	-2%	1%
> Cc1ccc(S(=O)(=O)NCCC(=O)OCC(=O)NC(=O)c2cccn2C)cc1
→ -4	28%	u	2%	-6%	-28%	-20%	5%	-5%
> CC1CCCCN1C(=O)CSc1nnc(CSc2ncccn2)n1C (stereo unspecified)
→ 10	30%[activator]	x	2%	4%	8%	5%[57.1 µM]	-2%	2%
> Cc1ccc(OCc2nnc(SCC(=O)Nc3ncc(C)s3)o2)cc1
→ -4	37%	-3%	-13%	-3%	-1%	-14%	1%	0%
> COc1ccccc1/C=C/CN1CCCC(CO)(CCc2ccccc2)C1 (stereo unspecified)
→ -12	27%	-11%[0.501 µM]	0%	-2%	-10%	-14%	-6%	-1%
> COC(=O)C1=C(C)N(C(C)C)C(=O)C1(NC(=O)c1ccc(C(C)(C)C)cc1)C(F)(F)F (stereo unspecified)
→ 2	22%	-4%[59 µM]	3%	-7%	-17%	-16%	5%	2%
> CC(C)C(c1nnnn1Cc1cccs1)N1CCN(C2CCCC2)CC1 (stereo unspecified)
→ 14	48%[activator]	-2%[2.33 µM]	-2%	-1%	8%	4%[11.4 µM]	2%	2%
> Cc1ccc(SCCN2CCC(C(C)(C)C)CCC2=O)cc1 (stereo unspecified)
→ 3	64%[activator]	105%[activator]	1%	-1%	7%	8%	-5%	u
> Nc1c(-c2ccc(Cl)cc2)cnc2ncnn12
→ -1	24%	11%[59 µM]	-2%	-10%	-6%	-6%	1%	4%
> Cc1ccc(S(=O)(=O)Oc2ccc(/C=C3/N=C(c4ccccc4)OC3=O)cc2)cc1
→ 11	23%	u	11%	-2%	-5%	-15%	2%	u
> CC(C)OP(=O)(OC(C)C)C(O)c1ccc2c(c1)OCO2 (stereo unspecified)
→ 1	24%	-5%[59 µM]	0%	11%	10%	u	-7%	1%
> CCN1CCN(C(c2ccccc2)c2nnnn2Cc2ccc(OC)cc2)CC1 (stereo unspecified)
→ 6	23%	u	0%	i	-13%	-9%	-8%	-4%
> COc1ccc(-c2nnn3c2nc(NCc2ccc(C)cc2)c2ccccc23)cc1
→ 2	26%	1%[59 µM]	8%	4%	0%	4%	-1%	5%
> COC(=O)c1ccccc1NC(=O)c1cnc2sc(N3CCOCC3)nn2c1=O
→ -2	-8%	20%[59 µM]	-12%	-1%	-30%	-5%	1%	4%
> Cc1ccc(C)n1/N=C1/NC(=O)CS1
→ -25	-50%	-50%	10µM*	u	-8%	79µM*	3%	u
> CCOC(=O)c1c(C)[nH]c(C)c1S(=O)(=O)N(C)CC(=O)Nc1ccccc1OC
→ -4	44%[activator]	-4%[59 µM]	17%	-2%	-10%	-16%	1%	-3%
> CCOc1ccc(OCCN2C(=O)NC(Cc3c[nH]c4ccccc34)C2=O)cc1 (stereo unspecified)
→ 3	-3%	-6%[12.7 µM]	-2%	-6%	-29%	-29%	-1%	u
> CCOC(=O)Cn1c(=O)n(CC2CCCO2)c2nc(-c3ccccc3F)nc(C(N)=O)c21 (stereo unspecified)
→ -3	13%[57 µM]	7%[59 µM]	2%	-7%	-13%	-17%	0%	-5%
> CN(C(=O)CSc1nnc(-c2ccc(OC(F)F)cc2)n1N)C1CCS(=O)(=O)C1 (stereo unspecified)
→ -6	27%	1%[2.33 µM]	4%	-3%	16%	-9%	0%	-3%
> CCc1ccc(CNC(=O)COc2cc(=O)n(CC)c3ccccc23)cc1
→ 0	25%	u	0%	0%	-9%	-21%	4%	-4%
> COc1ccc(NC(=O)CN(C)S(=O)(=O)c2cnc[nH]2)cc1OC
→ 8	25%	28%	2%	2%	-2%	-19%	3%	3%
> O=C(NCCCn1ccnc1)C1CC2CCC1C2 (stereo unspecified)
→ -1	20%	4%[59 µM]	0%	-10%	11%	-3%	-8%	2%
> Cc1ccccc1C(=O)OCC(=O)NCc1ccco1
→ 1	-14%	x	75%[activator]	-26%	x	u	-8%	-2%
> CC(C)NC(=O)c1ccccc1NC(=O)/C=C/c1cccc([N+](=O)[O-])c1
→ 1	21%	-2%[59 µM]	8%	i	1%	-4%	6%	-9%
> Cc1onc(-c2ccccc2)c1-c1ccnn1C(=O)NC(C)C
→ 9	54%[activator]	27%	-3%	1%	2%	25%	-3%	-1%
> CCOC(=O)/C(C#N)=C1/C=CN(c2ccccc2)C=N1
→ -1	19%	-7%[59 µM]	-4%	3%	3%	0%	2%	1%
> CCOC(OCC)c1cn(Cc2ccc(C(=O)c3ccccc3)cc2)nn1
→ 0	30%	x	3%	-2%	-4%	-4%	-11%	0%
> CC(NC(=O)CNC(=O)C1O[C@@H]2OC(C)(C)O[C@@H]2[C@H]2OC(C)(C)O[C@@H]12)C(=O)O (stereo partly specified)
→ -3	33%	-3%	-1%	0%	-12%	-2%	6%	4%
> CN(Cc1ccccc1)S(=O)(=O)c1ccc(NC(=O)c2ccccc2C(=O)O)cc1
→ 8	38%	x	-4%	-8%	x	3%	7%	2%
> Cc1ccc(CN2CCN(/N=C/c3ccc(C(=O)O)cc3)CC2)cc1
→ 4	6%	7.9µM*	8%	-4%	-7%	-19%	-17%	0%
> O=C(CSc1nc(=O)n(Cc2ccco2)c2c1CCC2)Nc1ccccc1C(F)(F)F
→ 0	21%	2%[59 µM]	1%	1%	-10%	-17%	-7%	6%
> C/C(=N\NC(=O)Cc1ccccc1Cl)c1cccnc1
→ 0	44%[activator]	-22%	0%	i	u	-10%	6%	-7%
> CCCn1nc(C(=O)OCC(=O)c2ccc3c(c2)NC(=O)CO3)c2ccccc2c1=O
→ -13	22%	u	6%	-10%	0%	1%	10%	52%[activator]
> CCC(=O)Nc1nnc(SCc2ccc(F)cc2)s1
→ -4	46%[activator]	8.9µM*	1%	0%	1%	3%	-7%	2%
> COc1cccc(N(CC(=O)NC2CC3CCC2C3)S(=O)(=O)c2ccccc2)c1 (stereo unspecified)
→ 1	23%	-23%	-9%	-3%	-1%	3%	-5%	-2%
> NC(=O)c1nc(C(=O)N2CCCCC2)c2ccccc2n1
→ -1	27%	-14%[0.501 µM]	-13%	i	-3%	0%	4%	-6%
> CNC(=S)NNC(=O)Cc1ccccc1
→ 4	16%	-1%[59 µM]	31%[activator]	-2%	-4%	-4%	1%	0%
> CSc1cccc(NC(=S)N2CCC(N(C)C3CCCCC3C)CC2)c1 (stereo unspecified)
→ 2	5%	50µM*	-23%	0%	u	-21%	-4%	-5%

Some values from above.
CNC(=S)NNC(=O)Cc1ccccc1 in GLS inh shows 31%[activator]
CN(Cc1ccccc1)S(=O)(=O)c1ccc(NC(=O)c2ccccc2C(=O)O)cc1 in JMJD2A Tudor shows 3%

New compounds follow:
Below each SMILES: PI4K2A block	HP1b chromo inh	G9a block	GLS inh	Tb PGK inh	BAZ2B inh	JMJD2A Tudor	ERG-DNA inh	Pin1 inhibitor
> O=C(CN1C(=O)C(=O)N(CCC2=CCCCC2)C1=O)c1c[nH]c2ccccc12
→ 1	2%	x	-15%	-3%	x	-27%	-3%	1%
> O=C(NCCCN1CCOCC1)c1ccc2c(c1)N(Cc1cccc(Cl)c1)C(=O)c1ccccc1S2
→ 4	5%	-8%[59 µM]	3%	-1%	u	-30%	3%	-6%
> Cc1ccc(S(=O)(=O)N(C)c2c(C)ccc(S(=O)(=O)N3CCN(C=O)CC3)c2C)cc1
→ -2	17%	32%[59 µM]	4%	2%	18%	3%	-3%	-8%
> O=C(OCc1c(-c2ccccc2)ncc2ccccc12)c1ccc(Br)cc1
→ 0	32%	6%[0.501 µM]	-1%	-2%	6%	-21%	0%	-7%
> O=C(c1ccc(Br)o1)N1CCN(c2ccc3nnc(-c4ccc(F)cc4)n3n2)CC1
→ -2	8%	-15%[59 µM]	1%	-3%	7%	u	-5%	-3%
> CCN(CC(=O)NCc1ccc(Cl)cc1)CC(=O)Nc1ccc(C(N)=O)cc1
→ 1	30%	70%[activator]	4%	-2%	-14%	8%	1%	9%
> CCS(=O)(=O)N1Cc2ccccc2CC1C(=O)OCC(=O)N(C(C)C)C(C)C (stereo unspecified)
→ 1	34%	-7%	1%	5%	x	-13%	12%	-1%
> Cc1ccccc1CNC(=O)C(C)N(c1ccccc1)S(C)(=O)=O (stereo unspecified)
→ -2	36%	0%[59 µM]	4%	3%	1%	5%	-21%	5%
> CCCCc1cc(=O)oc2cc(C)cc(OCC(=O)N3C[C@H]4C[C@@H](C3)c3cccc(=O)n3C4)c12
→ -2	21%	6%[12.7 µM]	5%	-4%	-17%	-17%	1%	-16%

Outcome played no part in choosing rows; 11% or so of the library scored in one or more.
